# Source: PubChem
# CHX counter: counter-screen hit for Shiga toxin inhibitors, cycloheximide | max response, % | actives 12% (n = 300,000) | AID 2314 | cell reporter, cycloheximide protein synthesis inhibition counterscreen; in the data active = max response mostly above about 13%, no sharp cut-off; inactive = mostly below about 14%; note: read at 38.3 µM for the half of the compounds with a filed dose; 0% is about no effect
# TbPYK inhibitor: inhibitors of Trypanosoma brucei pyruvate kinase; actives 0.12% (n = 410,000); Potency, µM (series often up to 76.8 µM), inactives show top-dose activity, negative = inhibition, actives largely listed as inhibitors; Q57TT1; TbPYK enzyme, Kinase-Glo Plus ATP luminescence, 45 min; note: potency is the fitted concentration of half-maximal effect; % is set by controls: 0 for no effect and ±100 for the full control effect; nearly all actives have a fitted effect of over 50% in size
#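 Luminescence from Kinase-Glo Plus, added after a 45-minute room-temperature reaction, served as the end-point read-out. The enzyme and substrate were preincubated with compound before ADP (130 uM final) initiated turnover. Concentration-effect curves came from normalized qHTS data.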
# Pf growth 96h: P. falciparum growth inhibition at 96 hours. Potency, µM (doses to about 28.7 µM), inactives show at the highest dose activity change, negative = inhibition, usual class: inhibitors. P. falciparum luciferase reporter growth, 96 h. actives 6.9% (n = 320,000); note: potency is the fitted concentration of half-maximal effect; % is set by controls: 0 for no effect and ±100 for the full control effect
#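 Compounds incubated with erythrocytes infected by luciferase-expressing P. falciparum (2% hematocrit, 0.05% parasitemia final) for 96 hours, 37 C in 5% CO2. Growth inhibition scored as decreased luciferase luminescence.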
# LmPK inhibitor: LmPK (Leishmania mexicana) enzyme inhibition; actives 0.37% (n = 290,000); purified LmPK, Kinase-Glo ATP luminescence, 1 h; AID 1721; Q27686; Potency, µM (top dose mostly 57.5 µM), inactives show at the highest dose activity change, negative = inhibition, actives largely listed as inhibitors; note: potency is the fitted concentration of half-maximal effect; % is set by controls: 0 for no effect and ±100 for the full control effect
# Target sequence (Q27686 whole entry, looked up): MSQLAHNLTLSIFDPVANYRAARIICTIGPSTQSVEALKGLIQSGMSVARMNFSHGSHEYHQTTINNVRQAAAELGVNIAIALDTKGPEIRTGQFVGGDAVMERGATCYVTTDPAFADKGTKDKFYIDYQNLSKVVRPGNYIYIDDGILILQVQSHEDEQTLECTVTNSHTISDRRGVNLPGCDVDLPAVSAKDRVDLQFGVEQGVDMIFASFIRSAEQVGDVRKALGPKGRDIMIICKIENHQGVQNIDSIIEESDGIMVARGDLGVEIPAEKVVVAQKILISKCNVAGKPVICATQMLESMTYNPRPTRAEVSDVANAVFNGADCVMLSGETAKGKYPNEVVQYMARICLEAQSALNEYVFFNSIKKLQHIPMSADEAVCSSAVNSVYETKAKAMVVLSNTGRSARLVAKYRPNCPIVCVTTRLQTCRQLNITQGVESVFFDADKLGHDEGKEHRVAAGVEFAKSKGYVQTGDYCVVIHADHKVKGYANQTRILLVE
#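 In 50 mM imidazole pH 7.2 with 7 mM MgCl2, LmPK (0.1 nM) turned over PEP (0.5 mM) and ADP (0.1 mM) for 1 h at room temperature. Luciferase read-out of ATP.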
# Pf growth 48h: inhibits P. falciparum growth in the first generation, 48 h | AID 504832 | Potency, µM (highest dose often 28.7 µM), without a hit: at the top dose activity change, negative = inhibition, actives largely listed as inhibitors | P. falciparum luciferase growth in erythrocytes, 48 h | actives 5.9% (n = 310,000); note: potency is the fitted concentration of half-maximal effect; % is set by controls: 0 for no effect and ±100 for the full control effect
#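 Here the parasites carry a stable luciferase gene and grow inside erythrocytes in Albumax-based RPMI medium with compound for one erythrocytic cycle. Activity is scored as loss of luminescent signal.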
# Shiga toxin inh: inhibitors of Shiga toxin in Vero cells. Vero cells, Shiga toxin protein synthesis inhibition reporter. inhibition, % at 38.7 µM. actives 9.2% (n = 290,000); in the data active = inhibition mostly above about 28%, no sharp cut-off; inactive = mostly below about 43%; note: 0% is about no effect
# AmpC inh no detg: inhibitors of E. coli AmpC beta-lactamase without detergent. Potency, µM (top dose mostly 57.1 µM), for inactives: top-dose activity change, negative = inhibition, most hits filed as inhibitors. actives 0.52% (n = 330,000). AmpC nitrocefin hydrolysis, absorbance 480 nm, 0.0001% Triton;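 note: potency is the fitted concentration of half-maximal effect; plate controls were no compound for no effect and no enzyme for full effect; nearly all actives have a fitted effect of over 20% in size; some results filed as inactive show a strong effect at the top dose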
# Target sequence (P00811 whole entry, looked up): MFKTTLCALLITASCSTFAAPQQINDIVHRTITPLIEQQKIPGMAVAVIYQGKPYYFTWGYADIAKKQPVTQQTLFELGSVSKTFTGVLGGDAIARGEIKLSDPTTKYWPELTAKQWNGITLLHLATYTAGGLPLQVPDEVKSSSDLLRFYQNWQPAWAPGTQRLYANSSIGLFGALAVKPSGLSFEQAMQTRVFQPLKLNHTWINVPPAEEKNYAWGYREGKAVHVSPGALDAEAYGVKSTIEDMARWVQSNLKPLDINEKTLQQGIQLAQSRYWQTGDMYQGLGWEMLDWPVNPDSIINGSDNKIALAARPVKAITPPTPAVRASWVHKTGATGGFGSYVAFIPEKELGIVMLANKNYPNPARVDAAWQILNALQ
#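 20 mM phosphate pH 7.0 + 0.01% (detergent screen) or 0.0001% Triton X-100; 5.3 nM AmpC reagent; cpd preinc 15 min RT; nitrocefin (800 uM stock) to start; A480 q20 s × 4 min; Activity was normalised to no-enzyme and no-compound control wells.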
# An asterisk follows results filed as active; ? = inconclusive; nt = no result given; & = joins results of further samples; [ ] = another dose, or the depositor's remark. Unless noted, calls come from the whole dose curve; as a rule, active = well fitted curve in the direction sought with a large enough effect; inconclusive = small, poorly fitted or top-dose-only effect, or another doubt; inactive = no such curve, though single readings can be large; an effect the other way counts as inactive or inconclusive.
SMILES,CHX counter,TbPYK inhibitor,Pf growth 96h,LmPK inhibitor,Pf growth 48h,Shiga toxin inh,AmpC inh no detg
CC(=O)c1ccc(N2CCC(c3cc(-c4ccc(Cl)cc4Cl)n[nH]3)CC2)c([N+](=O)[O-])c1,-1,-12%,?,-1%,?,-6,-39%
Cc1c(C)n(CC(O)CN2CCN(C)CC2)c2ccccc12 (stereo not given),-2,-1%,7%,2%,-4%,2,-12%
O=C(NNC(=S)Nc1ccc(Br)cc1)c1ccccc1,23*,-17%,?,2%,82%[activator],34,-32%
CCOC(=O)/C(C#N)=C/Nc1ccccc1OC(F)(F)F,-1,0%,44%,1%,-2%,-3,0%
CC1=C(C(=O)OCc2ccccc2)C(c2ccccn2)c2c(n(C)c(=O)n(C)c2=O)N1 (stereo not given),-6,-2%&6%,?,7%,38%[activator],20,7%
COc1cc2c(cc1OC)CN(C1CC(=O)N(c3c(C)cccc3C)C1=O)CC2 (stereo not given),-3,4%,?,-2%,6.6µM*,20,12%
Cc1c(NC(=O)COc2ncnc3c(Cl)cc(Cl)cc23)c(=O)n(-c2ccccc2)n1C,-2,-5%,8%,-2%,3%,20,-6%
CCc1ccc(S(=O)(=O)NCCc2cn3ccc(C)cc3n2)s1,13,-1%,31%[activator],-1%,-6%,2,-9%
CC(C)(C)c1ccc(NC(=O)CC2(C(F)(F)F)OCCO2)cc1,32*,0%,-11%,1%,nt,33,3%
C=CCn1c(=O)c2ccccc2n2c(SCc3c(C(=O)OCC)oc4ccccc34)nnc12,1,7%,-16%,1%,?,17,-9%
Cc1sc(NC(=O)Cc2ccc3c(c2)OCO3)nc1-c1ccc2c(c1)CCN2C(=O)c1cccc(F)c1,-1,-5%,6.6µM*,0%,?,3,-16%
CCOC(=O)c1ccccc1NC(=O)CN(c1ccccc1)S(=O)(=O)N(C)C,11,-4%,nt,-5%,3.3µM*,19,18%
Cc1nc2sc(-c3ccccc3)cc2c(=O)n1-n1cccc1,42*,-5%,102%[activator],-6%,80%[activator],113*,-9%
CCn1nc(C)c(/C=N\NC(=O)c2cccc(OC)c2)c1C,11,-7%,2%,-3%,3%,18,-1%
O=C(CC(Nc1ccc(Cl)cc1Cl)C(=O)O)c1ccccc1 (stereo not given),65*,-10%,308%[activator],9%,242%[activator],155*,-17%
O=C1CN(C(=O)CNCc2ccccc2)c2ccccc2N1,-3,10%,-3%,1%,9%,-9,-19%
CCOc1ccc(NC(=O)C2CCN(S(=O)(=O)c3ccc4c(c3)N(C(C)=O)CCO4)CC2)cc1,0,3%,?,-3%,?,14,67%[activator]
COc1ccccc1OCCNC(=O)C1CC(=O)N(c2cccc(SC)c2)C1 (stereo not given),nt,-1%,18%,nt,-9%,nt,53%
COC(=O)CN(c1cc(Cl)ccc1OC)S(=O)(=O)c1ccc(OC)c(OC)c1,-2,-2%,-12%,-4%,-7%,2,31%
COC(=O)c1cc(C(=O)c2cccc(Cl)c2Cl)cn1C,2,-5%,-10%,4%,37%[activator],-15,2%
Cc1ccc(OCC(=O)N(Cc2ccccc2)c2c(N)n(Cc3ccccc3)c(=O)[nH]c2=O)c(C)c1,nt,5%,?,nt,?,nt,-23%
COC(=O)c1c(C)cc(OC(C)=O)c(C)c1OC(C)=O,-3,-2%,nt,-1%,14%,-2,-1%
CCc1nc(N2CCCC(C)C2)c2oc3ccccc3c2n1 (stereo not given),-2,?,?,-1%,?,-19,67%[activator]
O=C(Nc1n[nH]c(=S)s1)c1ccco1,1,?,79%[activator],-14%,45%[activator],3,-23%
CC(C)C(=O)NC(=S)Nc1ccc(S(=O)(=O)N(C)Cc2ccccc2)cc1,-1,9%,?,5%,?,-9,nt
CCN1CCN(S(=O)(=O)c2ccc(Cl)c(C(=O)N(C)Cc3cccs3)c2)CC1,nt,1%,?,nt,?,nt,40%
CCOc1cc(C(=S)N2CCOCC2)ccc1OC,-2,-20%,nt,3%,13%,-13,-14%
COc1cccc(Oc2nc3ncn(Cc4ccccc4)c3c(=O)n2C)c1,-4,-4%,0%,1%,-1%,-12,-9%
CC(=O)c1c(C)[nH]c(C(=O)COC(=O)c2c(C)noc2C)c1C,nt,4%,9%,nt,1%,nt,-19%
O=C(N1CCCC1)n1c(Cc2ccccc2)nc2ccccc21,-2,-7%,1%,1%,-10%,-5,-12%
N#Cc1nnn(-c2cc(Cl)cc(Cl)c2)c1N,1,-7%,21%,-1%,98%[activator],11,-10%
Cc1cccc(C)c1NC(=O)c1c(O)c2ccccc2[nH]c1=O,-2,1%,15%,4%,-11%,-6,-52%
Cc1[nH]n(-c2ccc(Cl)cc2)c(=O)c1/C=N/n1c(C)nc2ccccc2c1=O,-3,0%,?,-30%,-7%,38,-27%
CC(=O)NS(=O)(=O)c1ccc(NC(=O)c2ccccc2F)cc1,1,4%,32%[activator],-2%,8%,-10,-8%
O=C(N/N=C(\Cc1ncc[nH]1)c1ccccc1)c1ccccc1,-2,nt,?,1%,19%,-6,-10%
COc1cccc(CNC(=O)C2CCC(CNc3c(N4CCC(C)CC4)c(=O)c3=O)CC2)c1 (stereo not given),-3,2%,?,-6%,?,-5,39%
N#CCC(=O)Nc1sc2c(c1C(N)=O)CCCC2,1,-3%,2%,7%,-9%,21,-40%
Cc1ccc(Nc2nc(OC(C(F)(F)F)C(F)(F)F)nc(N3CCOCC3)n2)cc1,-3,3%,?,2%,?,-6,23%
Cc1ccccc1NS(=O)(=O)c1cc(C(=O)Nc2cccc([N+](=O)[O-])c2)ccc1C,-2,-22%,-14%,3%,?,-3,-36%
O=C(COC(=O)c1ccc(O)cc1)Nc1ccc2[nH]c(=O)[nH]c2c1,nt,5%,13%,nt,10%,nt,-24%

# A different layout for part of the listing above.
# The line under a structure holds: CHX counter | TbPYK inhibitor | Pf growth 96h | LmPK inhibitor | Pf growth 48h | Shiga toxin inh | AmpC inh no detg
O=C(COC(=O)c1ccc(O)cc1)Nc1ccc2[nH]c(=O)[nH]c2c1
→ nt | 5% | 13% | nt | 10% | nt | -24%
COC(=O)c1c(C)cc(OC(C)=O)c(C)c1OC(C)=O
→ -3 | -2% | nt | -1% | 14% | -2 | -1%

# More records:
SMILES,CHX counter,TbPYK inhibitor,Pf growth 96h,LmPK inhibitor,Pf growth 48h,Shiga toxin inh,AmpC inh no detg
O=C(NCc1ccco1)c1ccc(Br)s1,15,-1%,nt,0%,-7%,-7,-25%
Nn1c(SCC(=O)Nc2ccc(F)cc2)nnc1C1CCCCC1,-1,-8%,nt,3%,11%,-8,-22%
Cc1cccc(NC(=S)NCCN2CCOCC2)c1C,-3,-4%,?,-2%,17%,-15,-15%
O=C(NCc1cccc(Cl)c1)c1ccc2c(c1)OCO2,21*,-5%,nt,3%,17%,41,-26%
COc1ccccc1CNC(=O)c1ccc(OCc2c(C)noc2C)c(OC)c1,7,-14%,78%[activator],10%,34%[activator],28,nt
O=C1/C(=C/c2ccccn2)COc2ccccc21,27*,-10%,-4%,-5%,48%[activator],78*,0%
C[C@H](CCC(=O)O)[C@H]1CC[C@@H]2[C@H]3[C@@H](C[C@@H](O)[C@]21C)[C@]1(C)CC[C@H](O)C[C@@H]1C[C@@H]3O,nt,7%,-17%,nt,-13%,nt,nt
CCOC(=O)c1c(S(=O)(=O)NCC(=O)Nc2ccc(F)cc2)c(C)n(C)c1C,1,-5%,?,11%,11%,-8,-1%
O=C(/C=C/c1ccc(F)cc1)NC(=S)NNC(=O)c1cnccn1,2,-20%,8.3µM*,6%,3.3µM*,12,-9%
COc1ccc(C(=O)c2ccccc2)c2c(O)ccc(C(=O)c3ccccc3)c12,-6,-2%,nt,7%,?,-22,-36%
COCCNS(=O)(=O)c1ccc2c(c1)n(C)c(=O)n2C,-4,-8%,nt,-4%,3%,-12,-15%
CC(C)(C)C1CCC2(CC1)SCC(=O)N2c1ccccc1 (stereo not given),1,-3%,95%[activator],-1%,12µM*,-3,-15%
COc1ccc(C(=O)Nc2ccccc2C(=O)Nc2ccc(C(=O)O)cc2)cc1,11*,-3%,-80%,-11%,39%[activator],35,-9%
COC(=O)c1ccc(/C=N/Nc2nc3ccccc3[nH]2)cc1,47*,-8%,?,-6%,?,151*,-29%
CSc1ccc(CN2CCC(n3nccc3NC(=O)C3CCOC3)CC2)cc1 (stereo not given),4,0%,0%,-2%,0%,3,1%
O=Nc1c2cc(-c3ccccc3)[nH]nc-2c2ccccc12,37*,?,500%[activator],?,226%[activator],101*,6%
CN(/N=C/c1cccnc1)c1cnn(-c2ccc(F)c(Cl)c2)c(=O)c1Cl,20*,-11%,nt,4%,0%,82,-5%
O=C(CC1SC(=Nc2ccc(OC(F)F)cc2)N(CCN2CCOCC2)C1=O)Nc1ccccc1 (stereo not given),6,-1%,-56%,2%,?,8,142%[activator]
O=C(CCn1c(=O)c2ccccc2n(Cc2cccc([N+](=O)[O-])c2)c1=O)N1CCc2ccccc2C1,1,4%,2%,3%,5%,-13,-14%
CS(=O)(=O)N1N=C(c2ccccc2)CC1c1cccs1 (stereo not given),1,-4%,?,0%,31%[activator],15,-2%
O=C(COc1ccccc1)Nc1cc(NC(=O)COc2ccccc2)cc(C(=O)O)c1,-2,-5%,?,-2%,13%,-6,-25%
CCNC(=O)NS(=O)(=O)c1cnccc1Nc1cccc(Cl)c1,-5,0%,?,2%,-2%,-10,-12%
Cc1nn(-c2ccccc2)nc1CNC(=O)c1ncoc1-c1ccccc1,8,-2%,5%,-2%,9%,-11,-14%
CC12CCC(C(=O)Nc3nc4ccc(Br)cc4s3)(OC1=O)C2(C)C (stereo not given),33*,1%,?,-1%,22%,94*,66%[activator]
COc1ccc(OC)c(N=c2ssnc2Cl)c1,-2,28µM*,1.7µM*,-22%,22%,-4,-32%
c1nc(NCC2(N3CCOCC3)CCCCC2)c2ccsc2n1,-1,1%,?,0%,?,1,-47%
O=C(O)CCC(=O)Nc1cccc(-c2nnc(-c3ccccc3)o2)c1,11,4%,?,-3%,21%,14,-14%
Cc1ccccc1C1=N/C(=C/c2cccs2)C(=O)O1,29,0%,?,-1%[11.5 µM],38%[activator],16,-31%
Cc1onc(-c2c(Cl)cccc2Cl)c1C(=O)O/N=C(\C#N)c1ccccc1,1,-5%,46%[activator],4%,-13%,-12,-26%
Fc1ccc(NCc2n[nH]c(=S)n2Cc2ccccc2)cc1,-3,7.1µM*,-11%,?,13%,-9,-27%
CCn1c(SCC(=O)Nc2ccc3c(c2)OCCO3)nnc1C1CC1,-3,-1%,8%,-1%,28%,17,-3%
COC(=O)C1CSc2[nH]c(=O)sc2C1c1ccccc1 (stereo not given),-2,-15%,0%[5.75 µM],-1%,26%,-4,-12%

# Part of the list above in order of molar mass, ascending.
SMILES,CHX counter,TbPYK inhibitor,Pf growth 96h,LmPK inhibitor,Pf growth 48h,Shiga toxin inh,AmpC inh no detg
Cc1ccccc1C1=N/C(=C/c2cccs2)C(=O)O1,29,0%,?,-1%[11.5 µM],38%[activator],16,-31%
CCNC(=O)NS(=O)(=O)c1cnccc1Nc1cccc(Cl)c1,-5,0%,?,2%,-2%,-10,-12%
Cc1nn(-c2ccccc2)nc1CNC(=O)c1ncoc1-c1ccccc1,8,-2%,5%,-2%,9%,-11,-14%
